HSF-1 act: increases HSF-1 driven luciferase reporter signal. NIH3T3-HGL HSF-1 luciferase reporter, MG132, 8 h; 100% = twice DMSO control signal. 300,000 compounds, 1.7% hits. activation, % at 9 µM. AID 504408;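 active means mean replicate activation of at least 50% with a set share of replicates each reaching 50%; inconclusive means only one of those two conditions met; inactive means mean below 50% and too few replicates reaching it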;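 further: 0% = median of the neutral control wells and 100% = twice that signal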
KLF5 inh: inhibitors of KLF5 expression. 290,000 compounds, 0.23% hits. DLD-1 KLF5 promoter-luciferase reporter, luminescence. inhibition, % at 5 µM;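 active means inhibition above a per-plate limit of that plate's mean compound inhibition plus 3 SD, cut at about 60% in these data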;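 further: 0% = DMSO wells and 100% = LY294002 at 200 µM; higher means less KLF5 promoter-driven luciferase light; inactives centre near -14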
HIF act: HIF pathway transcriptional activation; activation, % at 7.5 µM (by protocol); 300,000 compounds, 0.32% hits; AID 1910; U2OS HRE-luciferase reporter, luminescence; normalized: DMSO 0%, desferrioxamine 100%;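 active means mean activation of at least 10% of the iron chelator positive control signal, with at least half of replicates also reaching 10%; inconclusive means mean and replicate majority disagree about reaching 10%; inactive means mean and most replicates under 10%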
HSF1 inhib: HSF1 inhibition | AID 2098 | activity change, negative = inhibition, % at 7.5 µM (by protocol) | NIH3T3-HGL HSE-luciferase, MG132-induced, luminescence 8 h; stronger effect = lower value | 300,000 compounds, 0.77% hits;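 active means more than half of replicate wells show activity change below -50%, luminescence cut by over half; inconclusive means some wells, but at most half, below -50%; inactive means no replicate well below -50%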;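 further: luciferase reports HSF-1 transcriptional activity via heat shock element; 0% = median of DMSO wells and -100% = zero luminescence signal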
HSP90 inh: HSP90 refolding inhibition in rabbit reticulocyte lysate | luciferase refolding luminescence, 3 h | AID 1789 | 290,000 compounds, 0.91% hits | inhibition, % at 5.6 µM;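 active means inhibition above the screen-wide mean plus 3 SD, computed separately per campaign, cut at about 16% in these data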;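 further: 0% = DMSO wells and 100% = 60 µM geldanamycin wells; inhibitors lower the luminescence because luciferase stays unfolded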
aSyn 5UTR inh: 5' untranslated region of α-synuclein, MLPCN primary screen; alpha-synuclein 5'UTR reporter, inhibitor activity; inhibition, % (tested at 7.5 µM); 300,000 compounds, 0.82% hits; in the data active means inhibition above about 60%; inconclusive means no clear call, values can overlap the other calls;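 further: H4 neuroglioblastoma cells stably carrying SNCA 5'UTR luciferase fusion; 0% = DMSO wells and 100% = positive control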
AI-2 QS modul: modulates the Vibrio harveyi AI-2 quorum sensing system; Vibrio harveyi JMH597 AI-2 luminescence/OD600 ratio, 9 h; stronger effect = lower value; strain lacks LuxN and CqsS sensors; 0 = neutral-control median; activity change, % at 7.5 µM; 300,000 compounds, 0.4% hits; in the data active means activity change below about -75%, passing the limit was not always enough; inconclusive means no clear call, values can overlap the other calls;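 further: luminescence divided by OD600 gain over 9 h not by final OD600 alone; inactives centre near 13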
IEC-6 cytotox: IEC-6 cytotoxicity, counter-screen for KLF5 inhibitors; inhibition, % at 5 µM; luminescence viability; 290,000 compounds, 0.78% hits; in the data active means inhibition above about 22%;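 further: 0% = plate median of test compound wells and 100% = cytotoxic reference compound wells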
HDAC3 inh: blocks human histone deacetylase 3; recombinant HDAC3, fluorogenic peptide/trypsin coupled, fluorescence; inhibition, % at 8.3 µM; 320,000 compounds, 0.15% hits; AID 2718; in the data active means inhibition above about 26%, passing the limit was not always enough; inconclusive means no clear call, values can overlap the other calls
Target sequence (O15379 whole entry, looked up): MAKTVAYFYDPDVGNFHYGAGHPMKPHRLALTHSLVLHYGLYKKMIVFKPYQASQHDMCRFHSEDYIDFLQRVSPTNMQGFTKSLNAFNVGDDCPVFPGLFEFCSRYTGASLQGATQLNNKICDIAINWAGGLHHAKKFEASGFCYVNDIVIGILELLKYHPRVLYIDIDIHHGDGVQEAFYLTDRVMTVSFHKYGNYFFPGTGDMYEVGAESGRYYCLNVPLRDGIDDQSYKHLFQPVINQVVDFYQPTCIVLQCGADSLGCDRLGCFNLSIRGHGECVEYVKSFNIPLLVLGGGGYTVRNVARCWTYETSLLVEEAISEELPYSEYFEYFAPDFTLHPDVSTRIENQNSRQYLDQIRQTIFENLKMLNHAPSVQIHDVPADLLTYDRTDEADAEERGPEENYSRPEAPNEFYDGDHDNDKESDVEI
Platelet DG rel: modulates dense granule release in human platelets; human platelet-rich plasma, SFLLRN dense granule ATP release, luminescence; inhibition, %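 (compounds screened at 7.5 µM in platelet-rich plasma)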; 300,000 compounds, 0.22% hits; AID 1663;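 active means mean replicate score, as percent of positive control, at or above 50; inconclusive means mean below 50 but at least one replicate at or above 50; inactive means mean and every replicate below 50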
* marks the source's active call; other numbers are inactive results; ? = inconclusive; nt = no result given. Random draw from the library; about 5% have a hit in one of these screens.

SMILES	HSF-1 act	KLF5 inh	HIF act	HSF1 inhib	HSP90 inh	aSyn 5UTR inh	AI-2 QS modul	IEC-6 cytotox	HDAC3 inh	Platelet DG rel
CCC(CCC(=O)Nc1ccc(S(N)(=O)=O)cc1)C(=O)O (stereo not drawn)	-24	-13	-0.2	-7	-2	0	19	-7	-8	5
Cc1nc(SCC(=O)c2c[nH]c3ccccc23)n[nH]1	17	-3	0.6	4	7	2	35	11	-7	0
COc1ccc(-c2ccc(C(C)=O)cc2)cc1[C@H]1[C@H]2C=CC[C@@H](C)[C@@H]2C(=O)N1Cc1ccccc1	6	nt	-1.9	-2	nt	13	19	nt	-10	-4
CCOc1ccccc1N1CCN(C(=O)c2c(C)noc2C)CC1	13	-35	0.2	5	0	-16	2	-2	-1	0
COc1ccc(/C=N/NC(=O)c2nc(Cl)c(Cl)c(N)c2Cl)cc1COc1ccccc1F	-47	-19	-0.3	-33	-1	3	16	-5	-24	-73
Clc1ccc(SCc2cc(-c3ccc(Cl)cc3)on2)cc1	23	3	0.3	-1	3	5	5	8	2	-3
CC(=O)c1ccc(N/N=C2/CCCNC2=O)cc1	30	-52	4.1	20	4	-74	3	2	4	-7
Clc1ccccc1-c1nc(-c2cccnc2)no1	32	-134	-0.7	13	0	-104	34	1	7	4
N#C/C(=C\c1ccc(N2CCCC2)c([N+](=O)[O-])c1)c1nc2ccccc2[nH]1	0	6	0.7	-10	15	-80	21	6	8	0
CC(C)(C)c1ccc(C(=O)NC(=S)N2CCCCCC2)cc1	-8	-19	-0.2	7	0	-14	43	7	-9	7

Given as a markdown table: part of the list above.
| structure | HSF-1 act | KLF5 inh | HIF act | HSF1 inhib | HSP90 inh | aSyn 5UTR inh | AI-2 QS modul | IEC-6 cytotox | HDAC3 inh | Platelet DG rel |
| --- | --- | --- | --- | --- | --- | --- | --- | --- | --- | --- |
| CC(=O)c1ccc(N/N=C2/CCCNC2=O)cc1 | 30 | -52 | 4.1 | 20 | 4 | -74 | 3 | 2 | 4 | -7 |
| Clc1ccccc1-c1nc(-c2cccnc2)no1 | 32 | -134 | -0.7 | 13 | 0 | -104 | 34 | 1 | 7 | 4 |
| N#C/C(=C\c1ccc(N2CCCC2)c([N+](=O)[O-])c1)c1nc2ccccc2[nH]1 | 0 | 6 | 0.7 | -10 | 15 | -80 | 21 | 6 | 8 | 0 |
| CC(C)(C)c1ccc(C(=O)NC(=S)N2CCCCCC2)cc1 | -8 | -19 | -0.2 | 7 | 0 | -14 | 43 | 7 | -9 | 7 |

Returning to the listing; the three compounds before the break are reprinted first.
SMILES	HSF-1 act	KLF5 inh	HIF act	HSF1 inhib	HSP90 inh	aSyn 5UTR inh	AI-2 QS modul	IEC-6 cytotox	HDAC3 inh	Platelet DG rel
Clc1ccccc1-c1nc(-c2cccnc2)no1	32	-134	-0.7	13	0	-104	34	1	7	4
N#C/C(=C\c1ccc(N2CCCC2)c([N+](=O)[O-])c1)c1nc2ccccc2[nH]1	0	6	0.7	-10	15	-80	21	6	8	0
CC(C)(C)c1ccc(C(=O)NC(=S)N2CCCCCC2)cc1	-8	-19	-0.2	7	0	-14	43	7	-9	7
COc1ccc(C(=O)Nc2ccc(N3CCCCC3)cc2)cc1Br	18	-42	1.7	17	0	-63	32	-3	9	-15
COc1cc(OC)cc(C(=O)N[C@H](C(=O)Nc2nc3ccccc3[nH]2)C(C)C)c1	-27	-9	0.2	-12	-2	-4	24	19	nt	12
COc1ccc(C)cc1NC(=O)c1cccc(-c2ccc(OC(C)=O)cc2)c1	22	-5	-0.7	5	0	-33	-1	5	14	3
COc1ccc(C2CC(=O)C(C=NCC(C)C)=C(O)C2)cc1 (stereo not drawn)	-1	-16	-1.2	-1	-4	5	10	4	-1	2
Cc1c(Br)c([N+](=O)[O-])nn1CC(=O)NCc1cccs1	5	-29	0.1	1	-4	-13	21	-1	9	2
O=C(c1ccc(S(=O)(=O)NCC2CCCO2)cc1)N1CCN(c2ccccc2)CC1 (stereo not drawn)	13	-20	-1.0	-5	4	-3	12	-4	-11	4
OC(CNCc1ccccc1)COc1ccccc1 (stereo not drawn)	-8	nt	1.1	1	nt	-1	12	nt	-5	-1
CCOc1ccc(-c2nnc3ccc(SCC(=O)Nc4nc5ccccc5s4)nn23)cc1	2	4	-0.1	1	1	20	52	-3	-12	15
COc1ccc(C(=O)C[n+]2ccccc2/C=N/O)cc1	30	9	1.9	9	-2	-82	26	1	-5	-8
Cc1cc(C)c(S(=O)(=O)N2CCCCC2C(=O)O)c(C)c1 (stereo not drawn)	-3	-25	-0.6	3	2	10	20	3	-3	2

3 entries drawn at random from those above, as already listed:
SMILES	HSF-1 act	KLF5 inh	HIF act	HSF1 inhib	HSP90 inh	aSyn 5UTR inh	AI-2 QS modul	IEC-6 cytotox	HDAC3 inh	Platelet DG rel
COc1cc(OC)cc(C(=O)N[C@H](C(=O)Nc2nc3ccccc3[nH]2)C(C)C)c1	-27	-9	0.2	-12	-2	-4	24	19	nt	12
COc1ccc(C)cc1NC(=O)c1cccc(-c2ccc(OC(C)=O)cc2)c1	22	-5	-0.7	5	0	-33	-1	5	14	3
COc1ccc(C(=O)Nc2ccc(N3CCCCC3)cc2)cc1Br	18	-42	1.7	17	0	-63	32	-3	9	-15

Later entries:
SMILES	HSF-1 act	KLF5 inh	HIF act	HSF1 inhib	HSP90 inh	aSyn 5UTR inh	AI-2 QS modul	IEC-6 cytotox	HDAC3 inh	Platelet DG rel
COc1ccc(NS(=O)(=O)c2cccc(C(=O)N/N=C/c3cn(-c4ccccc4)nc3-c3ccccc3)c2)cc1	11	-26	0.5	-2	2	5	2	-2	-8	4
O=C(NCc1ccccc1)C(=O)NCC1OCCN1S(=O)(=O)c1cccs1 (stereo not drawn)	10	0	-0.2	-1	-1	9	32	0	6	3
O=C(CCc1c[nH]c2ccccc12)OCc1ccc(Br)cc1	30	-36	0.2	4	-5	-9	25	-6	-1	2
Cc1cc(=O)oc2cc(OC(C)C(=O)NCC3CCCO3)ccc12 (stereo not drawn)	6	-4	-0.3	-6	3	-5	9	3	-11	-4
BrC(/C=N/Nc1nc(N2CCOCC2)nc(N2CCOCC2)n1)=C/c1ccccc1	64*	-11	0.1	47	1	-22	9	-4	12	-5
O=C(Nc1ccccc1)Nc1ccccc1C(=O)NCC1CC1	2	-22	0.0	-3	0	-6	23	-6	nt	6
CCOc1ncccc1C(=O)OCC(=O)Nc1ccc(C)c(S(=O)(=O)N2CCOCC2)c1	0	17	-0.2	2	0	1	2	1	-1	-1
CN(C)CCNC(=O)C(=O)NCC1OCCN1S(=O)(=O)c1ccc([N+](=O)[O-])cc1 (stereo not drawn)	7	3	-0.1	-3	2	13	-5	-5	-2	-16
CC(=O)Nc1ccc(C#Cc2ccc(NC(C)=O)cc2)cc1	16	-28	-4.2	5	1	74*	27	8	-1	3
CCNc1ccc(Br)cc(C(=O)/C=C/c2ccc(Cl)cc2)c1=O	37	3	0.2	26	-1	-53	30	-1	5	8
CCOC(=O)c1ccc(NC(=O)NC2CC3CCC(C2)N3Cc2nnnn2C(C)(C)C)cc1 (stereo not drawn)	16	-17	-0.7	-1	-1	9	19	-4	2	1
COC(=O)c1ccc(NC(=O)CN2CCOCC2)cc1	-2	-18	0.4	2	0	5	15	2	2	5
Cc1ccc2[nH]c(=O)c(CN(CCCN(C)C)C(=O)Nc3cccc(Cl)c3)cc2c1	-2	109*	-0.6	-3	2	-14	16	10	2	-11
COc1ccc(C(=O)COc2ccccc2N2C(=O)C3C4C=CC(C4)C3C2=O)cc1 (stereo not drawn)	7	-54	2.8	1	1	-82	2	-7	-11	2
O=C(/C=C/c1ccc(F)cc1)NC(=S)NNC(=O)[C@H]1C[C@@H]1c1ccccc1	7	-14	0.3	8	-2	1	13	-2	-7	0
CCCc1cc(=O)n2nc(N3CCC(C(=O)NCc4ccco4)CC3)sc2n1	14	-28	0.4	-5	0	-31	2	-7	1	-12
CCOC(=O)c1c[nH]c2ccc3ccccc3c2c1=O	35	-40	-1.8	5	-3	-29	24	-2	?	6
CC(=O)Oc1cc2cccc(OC(C)=O)c(=O)c2c(OC(C)=O)c1OC(C)=O	-5	-16	0.1	-6	0	0	-18	-15	9	4
CSc1ccccc1OCc1cc(C(=O)NCCC2=CCCCC2)no1	-13	-21	-0.1	-12	4	-34	0	3	-4	-4
COc1ccc(-n2cnc3cc(NCc4cccs4)ccc32)cc1	45	-16	1.1	33	0	-69	-24	0	0	1
COC(=O)c1sccc1NC(=O)c1c(C)c(-c2cccc(Cl)c2)nc2ccccc12	9	1	-0.1	1	2	5	0	-8	-6	6
COc1ccc(-c2nn(-c3ccccc3)cc2C(=O)N2CCOCC2)cc1	7	-31	-0.5	-2	-2	-10	4	-7	2	-6
Cc1ccc(/C(O)=C2/C(=O)C(=O)N(Cc3cccnc3)C2c2ccccn2)cc1 (stereo not drawn)	-55	-10	0.4	-38	1	-2	nt	0	2	-2
Cc1cc(Cl)ccc1OC(C)C(=O)Nc1ccccc1N1CCOCC1 (stereo not drawn)	10	11	-0.7	-3	2	13	11	-2	-16	2
